From PubChem BioAssay
GAA glycogen mod: GAA glycogen-cleavage inhibition or activation; P10253; Potency, µM (top dose mostly 76.4 µM), for the others: at the top dose activity change, negative = inhibition, actives largely listed as inhibitors; recombinant GAA, glycogen substrate, Amplex Red glucose oxidase fluorescence; AID 2100; 0.38% of 300,000 active; active = well fitted inhibition curve with a large enough effect; inconclusive = small, poorly fitted or top-dose-only effect, or another doubt; inactive = no such curve, though single readings can be large or run the other way;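 also: 0% = full enzyme reaction and -100% = no-enzyme basal signal; the screen sought inhibitors and activators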
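Natural-substrate format: glycogen cleavage by 4 nM human enzyme, glucose read by Amplex Red coupling (Ex 573, Em 610 nm). Normalized to enzyme and no-enzyme controls.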
Numbers without * were called inactive; ? = inconclusive; & = joins results of further samples; [ ] = dose if it differs, or a comment. Potency is read from the fitted curve at half-maximal effect. This is a subset. The share of hits here may be higher or lower than overall.

SMILES	GAA glycogen mod
COc1ccc(O)c(CN2CCCC(C(=O)Nc3cccc(-n4cccn4)c3)C2)c1 (configuration not stated)	0%[76.3 µM]
CCN(CC)c1ccc(NC(=O)CCS(=O)(=O)c2cc3c(cc2Cl)NC(=O)CO3)c(C)c1	17%[76.3 µM]
OCCNc1nc(Nc2ccc(Cl)c(Cl)c2)nc2ccccc12	-3%[76.3 µM]
COC(=O)c1ccc(C2SCC(=O)N2Cc2ccccc2)cc1 (configuration not stated)	-1%
Cc1cc(NCc2ccc(F)cc2)nc2cc(Cl)ccc12	5%[76.3 µM]
COc1cccc(CN2CC(C(=O)N3CCCCCC3)CCC2=O)c1 (configuration not stated)	-7%[76.3 µM]
CCOc1ccc(-c2cnc3n2CCCCC3)cc1	0%[76.3 µM]
O=C(O)C1CCCN1S(=O)(=O)c1cccc(S(=O)(=O)N2CCCC2C(=O)O)c1 (configuration not stated)	18%[76.3 µM]
N#CC[C@H](Cc1ccccc1)N1CC[C@@H](O)CCC1=O	18%[76.3 µM]
O=C(CN(CC1CCCO1)C(=O)CNS(=O)(=O)c1ccc(F)cc1)NCc1ccc(F)cc1 (configuration not stated)	-1%
O=C(Nc1ccc(S(=O)(=O)N2CCCCCC2)cc1)c1[nH]ncc1[N+](=O)[O-]	-2%[76.3 µM]
Cc1ccc(C(=O)COC(=O)CCN2C(=O)C3C4C=CC(C5CC45)C3C2=O)cc1 (configuration not stated)	-9%[76.3 µM]
CC(=O)c1cc(F)ccc1OCC(=O)N1CCCc2ccccc21	0%[76.3 µM]
O=C(NNC(=O)c1cccs1)c1ccc(Br)cc1	13%
Cc1cccc(C)c1OCCn1nnc2ccccc21	1%[76.3 µM]
O=C(c1ccncc1)N1CCc2ccccc2C1	-1%[76.3 µM]
COc1ccc(-c2nc3ncccc3n2O)cc1	3%
COc1ccc(NC2CCCN(C(=O)CCn3cccn3)C2)cc1 (configuration not stated)	2%[76.3 µM]
COc1cccc(-c2noc(C3CCCN(C(=O)c4ccc(F)cc4)C3)n2)c1 (configuration not stated)	17%[76.3 µM]
CCn1cc(C(=O)O)c(=O)c2cnc(N3CCN(C(=S)NC(=O)c4ccc(Cl)cc4Cl)CC3)nc21	-1%
Cc1ccc(C)c(S(=O)(=O)c2nnn3c2nc(N2CCCCC2)c2sccc23)c1	7%[76.3 µM]
Cc1oc2cc3oc(=O)cc(C)c3cc2c1C	7%
Cc1ccc(C2N(C)C(=O)c3ccccc3N2C)cc1 (configuration not stated)	2%[76.3 µM]
COc1cccc(CNS(=O)(=O)c2c(C)[nH]c(C)c2C(=O)N2CCCCC2)c1	-4%[76.3 µM]
CCN(CC)CC(=O)Nc1sc(C)cc1C(=O)c1ccccc1	-4%
CCOC(=O)c1sc(NC(=O)c2sc(C)nc2C)nc1C	2%
CC(C)(C)OC(=O)N1CCC(CC2CC(c3cccc(Br)c3)=NO2)(C(=O)O)CC1 (configuration not stated)	5%[76.3 µM]
Cc1noc(C)c1CNCc1ccccc1	3%
COc1ccc(C(=O)Oc2cc(C)c(CN3CCOCC3)cc2C)cc1OC	-1%[76.3 µM]
COc1ccc(CN2CCNC(=O)C2CC(=O)NC2CCCCCC2)c(C)c1C (configuration not stated)	-3%[76.3 µM]
C=CCn1c2ccccc2c(=O)c2cc(C#CC3(O)CCCCC3)ccc21	-16%[76.3 µM]
Cn1c(CCNC(=O)c2ccccc2F)nnc1SCC(=O)Nc1nncs1	0%[76.3 µM]
CCOC(=O)CSc1nc2sc3c(c2c(=O)n1-c1ccccc1)CCN(C(C)C)C3	2%
Cc1ccc(CC2SC(N=C(N)N)=NC2=O)cc1 (configuration not stated)	6%
O=S(=O)(Nc1ncccn1)c1cc(Cl)ccc1Cl	-12%[76.3 µM]
Cc1cccc(N2CCN(C(=O)C3CCN(S(=O)(=O)Cc4ccccc4)CC3)CC2)c1C	-7%[76.3 µM]
Cc1cc(Cl)ccc1C(=O)C1CCCN(C(=O)CCn2cncn2)C1 (configuration not stated)	6%[76.3 µM]
Cn1cnc2c1c(=O)n(Cc1cccc(Cl)c1)c(=O)n2C	-3%
Cc1cccn2c(=O)c3cc(C(=O)NCCc4ccc(S(N)(=O)=O)cc4)n(C)c3nc12	14%[76.3 µM]
O=C(/C=C/c1ccccc1Cl)NC1CCCCC1	-12%[76.3 µM]

A second format for part of the listing above:
> COc1ccc(C(=O)Oc2cc(C)c(CN3CCOCC3)cc2C)cc1OC
  GAA glycogen mod: -1%[76.3 µM]

> C=CCn1c2ccccc2c(=O)c2cc(C#CC3(O)CCCCC3)ccc21
  GAA glycogen mod: -16%[76.3 µM]

> CCOC(=O)CSc1nc2sc3c(c2c(=O)n1-c1ccccc1)CCN(C(C)C)C3
  GAA glycogen mod: 2%

Further structures follow.
SMILES	GAA glycogen mod
COc1ccccc1CNC(=O)[C@H](C)NC(=O)C1CCN(C(=O)[C@@H](N)CC(C)C)CC1	?
CN(C)C1(CNC(=O)C2CCN(S(=O)(=O)c3cccc(C(F)(F)F)c3)CC2)CCCCC1	-7%[76.3 µM]
COc1ccc(CC(C)CC(=O)Nc2ccc(OC)cc2)cc1 (configuration not stated)	-4%
COc1ccccc1CCNC(=O)C(=O)NCC1OCCCN1S(=O)(=O)c1ccc(F)cc1C (configuration not stated)	-11%[76.3 µM]
Cc1noc(C(=O)N2CCN(c3ccccc3)CC2)c1Cl	-9%[76.3 µM]
Cc1cc(Cl)ccc1OCC(=O)Nc1ccncc1	-10%[76.3 µM]
Cc1cc(C)n2nc(CNS(=O)(=O)c3ccc(CC(C)C)cc3)nc2n1	-13%[76.3 µM]
O=S(=O)(NCc1ccccn1)C(F)(F)F	1%[76.3 µM]
COc1ccc(S(=O)(=O)/N=C2\C=C(NS(=O)(=O)c3ccccc3)C(=O)c3ccccc32)cc1	-2%
COc1ccc(C(=O)NCCn2cc(SCC(=O)NCC3CCCO3)c3ccccc32)cc1 (configuration not stated)	-7%[76.3 µM]
O=C(c1ccccc1)C1CCN(C(=O)c2ccco2)CC1	-3%[76.3 µM]
CCCc1nnc(NC(=O)c2nc(S(=O)(=O)Cc3cccc(C)c3)ncc2Cl)s1	-20%[76.3 µM]
CC(C)Oc1ccc(C(=O)OCC(=O)NCCNC(=O)COC(=O)c2ccc(OC(C)C)cc2)cc1	-11%[76.3 µM]
Cc1cc(C)n(CC(C)NC(=O)c2cc(COc3ccc(F)c(F)c3)on2)n1 (configuration not stated)	14%[76.3 µM]
Fc1ccc(CN2CCC(Cc3ccccc3)CC2)cc1F	16%[76.3 µM]
C[C@H](C(=O)CC(=O)OC(C)(C)C)[C@H](O)c1ccc(C(F)(F)F)cc1	-21%[76.3 µM]
COc1ccccc1C(=O)Nc1nnc(S(=O)(=O)N2CCN(c3ccc(F)cc3)CC2)s1	-6%&-2%[76.3 µM]
CC1CC(C)CN(S(=O)(=O)c2cc3c(cc2Cl)NC(=O)CO3)C1 (configuration not stated)	-8%[76.3 µM]
CN(Cc1ccccc1F)C(=O)c1ccc(Oc2ccccc2)cc1	-4%
CCCN1C(=O)c2ccc(C(=O)Nc3cc(C)ccc3O)cc2C1=O	-7%[76.3 µM]

Another view of two compounds above:
COc1ccc(CC(C)CC(=O)Nc2ccc(OC)cc2)cc1 (configuration not stated)
  GAA glycogen mod = -4%
COc1ccccc1CCNC(=O)C(=O)NCC1OCCCN1S(=O)(=O)c1ccc(F)cc1C (configuration not stated)
  GAA glycogen mod = -11%[76.3 µM]

(continued)
SMILES	GAA glycogen mod
CCOc1cc(C(=S)N2CCOCC2)cc(Br)c1OS(=O)(=O)c1ccccc1	-1%[76.3 µM]
O=C(N/N=C/c1ccc(O)cc1O)c1ccncc1	-2%
CC(=O)N1CCN(CC(=O)Nc2ccc(C)c(F)c2)CC1	2%
COc1cccc(NC(=O)Cn2cc(S(=O)(=O)Cc3ccccc3F)c3ccccc32)c1	-16%[76.3 µM]
CCOc1cc(C(=O)NC(CC(=O)O)c2ccc(OC3CCCC3)cc2)cc(OCC)c1OCC (configuration not stated)	0%
CCc1cc(=O)oc2c3c(cc(OCC(=O)NCCCCCC(=O)O)c12)OC(C)(C)CC3	-12%
O=C(CCn1c(=O)oc2cc(Cl)ccc21)Nc1ccc(O)cc1	1%
O=C(Cn1c(-c2cccs2)cc2ccccc21)NCc1ccccc1Br	-10%[76.3 µM]
CCc1ccccc1S(=O)(=O)Cc1ccc(C(=O)NCCc2ccccc2)o1	8%[76.3 µM]
COc1ccc(C(=S)N2CCOCC2)cc1OC(=O)c1ccc(C)cc1	2%
COc1ccccc1CNc1ccc(-c2nc(-c3ccccc3C)no2)cc1[N+](=O)[O-]	-14%[76.3 µM]
Cc1ccc(CN2CCCN(Cc3c(F)cccc3Cl)S2(=O)=O)cc1	-5%
COc1ccc(C(=S)N2CCOCC2)cc1OS(=O)(=O)c1ccc(Br)cc1	-3%[76.3 µM]
O=C(NC1CCCCCC1)C1CCN(C(=O)c2cccc(Cl)c2)CC1	-4%
C/C(=N\Nc1nc(C(C)(C)C)cs1)c1ccccc1	0%[76.3 µM]
Cc1ccccc1C(=O)Nc1cccc(NC(=O)c2ccccc2[N+](=O)[O-])c1	3%[76.3 µM]
O=C(NCc1ccc(Cl)cc1)C1CCCN(c2nc3ccccc3n3cccc23)C1 (configuration not stated)	-12%[76.3 µM]
CCOC(=O)CCSc1nc(N2CCOCC2)c2c(c1C#N)CC(C)(C)OC2	-8%
Cc1ccc2cc(CN(c3ccccc3C)S(=O)(=O)c3ccccc3)c(=O)[nH]c2c1	-4%[76.3 µM]
O=C(CN1C(=O)/C(=C/c2ccco2)SC1=S)Nc1ccc(O)c(C(=O)O)c1	-17%[76.3 µM]

Ordered by molecular weight (smallest number first): some entries from above
SMILES	GAA glycogen mod
O=C(N/N=C/c1ccc(O)cc1O)c1ccncc1	-2%
COc1ccc(C(=S)N2CCOCC2)cc1OC(=O)c1ccc(C)cc1	2%
CCOC(=O)CCSc1nc(N2CCOCC2)c2c(c1C#N)CC(C)(C)OC2	-8%
O=C(NCc1ccc(Cl)cc1)C1CCCN(c2nc3ccccc3n3cccc23)C1 (configuration not stated)	-12%[76.3 µM]
COc1ccc(C(=S)N2CCOCC2)cc1OS(=O)(=O)c1ccc(Br)cc1	-3%[76.3 µM]

Later entries.
SMILES	GAA glycogen mod
CCN(CC)c1ccc2nc3c4ccccc4c(=O)cc-3oc2c1	3%
Cc1ccc(-n2c(C)cc(=O)cc2C)cc1[N+](=O)[O-]	-5%
CCC(=O)Nc1ccc(CC)cc1-c1nc2ccccc2n(Cc2ccccc2)c1=O	8%[76.3 µM]
C/C(=N\NC(=O)c1ccc(N)cc1)C1CC1	0%[76.3 µM]
CCOC(=O)N1CCN(C(=O)c2cc3n(n2)C(C(F)(F)F)CC(c2ccc4c(c2)OCO4)N3)CC1 (configuration not stated)	-3%[76.3 µM]
c1ccc(C2=NNC(c3ccccn3)=NN2)nc1	0%
CCOc1cc(CNCCSc2nnnn2-c2ccccc2)cc(Cl)c1OC	-5%[76.3 µM]
O=C(CN(Cc1ccc(Cl)cc1)C(=O)CNS(=O)(=O)c1ccc(F)cc1)NCC1CCCO1 (configuration not stated)	5%
Cc1ccc(-c2cc(C(=O)N3CCN(C(=O)c4ccco4)CC3)[nH]n2)cc1C	9%[76.3 µM]
CCOc1ccccc1CNC(=O)CCCN1C(=O)c2cccnc2Oc2ccc(Cl)cc21	-6%[76.3 µM]
O=C(NCC(c1cccnc1)N1CCc2ccccc21)c1ccc(F)c(F)c1 (configuration not stated)	-9%[76.3 µM]
C/C=C/C(=O)OCc1csc(CC(=O)Nc2ccccc2C)n1	4%[76.3 µM]
Cc1cccc(CCNC(=O)CC2C(=O)NCCN2Cc2ccccc2C)n1 (configuration not stated)	-2%[76.3 µM]
O=C(CSc1ccc2ccccc2n1)N/N=C/c1ccc(O)cc1	3%[76.3 µM]
O=C(COc1ccccc1[N+](=O)[O-])N1CCC(c2nc3ccccc3o2)CC1	13%[76.3 µM]
COc1ccccc1CNc1ncc(-c2ccccc2)n1C	-1%[76.3 µM]
COCCC(=O)N1CCC(Oc2ccc(C(=O)N3CCCC(COC)C3)cc2)CC1 (configuration not stated)	-10%[76.3 µM]
CCn1nc(C)c(CNC(=O)c2ccc(OC3CCN(Cc4ccccn4)CC3)cc2)c1C	-1%[76.3 µM]
CC1Cc2ccccc2C(CCc2ccccc2)=N1 (configuration not stated)	-8%
O=C(CN1CCc2cc3c(cc2C1)OCCCO3)Nc1ccccc1	-27%[76.3 µM]
O=C(Nc1nnc(C2=COCCO2)o1)c1cccc(C(F)(F)F)c1	3%[76.3 µM]
CCC(=O)Nc1nnc(S(=O)(=O)N2CCCCCC2)s1	-3%[76.3 µM]
O=C(O)CC1(CC(=O)NCc2ccc(Cl)cc2)CCCCC1	0%
CCN1C(=NCc2cccc(Cl)c2)N[C@@H](c2cccc(F)c2)C(C(=O)OC)=C1C	12%&-10%[76.3 µM]
Cc1cc(C)cc(NC(=O)C(=O)NCC(c2cccnc2)N2CCN(c3ccccc3)CC2)c1 (configuration not stated)	5%[76.3 µM]
CC1CCN(CCc2nc3cc(NC(=O)COc4ccccc4)ccc3n2C)CC1	2%[76.3 µM]
O=S(=O)(Nc1ccccc1Cl)c1ccc(NS(=O)(=O)c2cccs2)cc1	7%
Cc1cccc(S(=O)(=O)Nc2ccncc2)c1	-7%
c1cncc(-c2nc(-c3ccc4c(c3)OCCO4)cs2)c1	-2%
C[C@@H]1CCCCCCCCCCC1=O	4%
